# Bioassay records deposited in PubChem BioAssay by several laboratories.
# bIAP activator: increases bovine intestinal alkaline phosphatase activity; activation factor at 20 µM; AID 1016; hit rate 0.17% among 200,000; purified bovine IAP, CDP-star luminescence, 30 min; active compounds read high; fold of DMSO-control signal, blank-subtracted;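 active means activation factor of 2 or more at 20 µM, a signal rise over negative controls twice the positive control's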
# APP 5'UTR act: APP 5'UTR luciferase reporter activation; hit rate 1% among 190,000; activation, % at 2 µM; SH-SY5Y APP 5'UTR luciferase reporter, luminescence; zero percent = DMSO vehicle wells;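 active means activation above a set limit, based on mean plus 3 SD of controls, cut at about 140% in these data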; further: values of inactives mirror those of a sister screen read the other way
# PMI activator: activators of human phosphomannose isomerase; hit rate 0.005% among 190,000; AID 1214; purified human PMI, coupled resazurin fluorescence, 20 min; active compounds read high; 1 = vehicle control, 0 substrate-free wells; P34949; activation factor at 20 µM;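 active means activation factor of 2 or more at 20 µM, relative to plate controls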
# Target sequence (P34949 whole entry, looked up): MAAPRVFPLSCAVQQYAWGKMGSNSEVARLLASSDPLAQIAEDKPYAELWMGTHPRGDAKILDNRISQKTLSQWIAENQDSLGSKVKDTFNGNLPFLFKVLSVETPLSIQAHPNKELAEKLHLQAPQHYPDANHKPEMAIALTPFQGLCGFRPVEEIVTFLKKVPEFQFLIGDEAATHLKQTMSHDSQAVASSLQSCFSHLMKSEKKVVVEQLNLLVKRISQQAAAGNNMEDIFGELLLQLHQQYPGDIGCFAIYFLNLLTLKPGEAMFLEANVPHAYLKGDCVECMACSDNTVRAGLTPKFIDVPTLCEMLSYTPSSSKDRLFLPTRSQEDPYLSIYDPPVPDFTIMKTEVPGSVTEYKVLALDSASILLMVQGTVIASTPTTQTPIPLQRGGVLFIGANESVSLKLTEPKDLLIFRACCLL
# NF-kB neuron act: raises NF-kB expression in human neuronal cells; NF-kB reporter expression; active compounds read high; fold change at 12.5 µM; hit rate 1.6% among 190,000; in the data active means fold change above about 3.3
# FLuc inh counter: inhibits firefly luciferase, flagging false hits in luciferase inhibition screens; ATPLite firefly luciferase biochemical luminescence, 10 min; hit rate 1.5% among 200,000; inhibition, % at 10 µM; P08659;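 active means inhibition above about 50% when tested at 10 µM, limit read from the data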
# TNAP inh hiacc: TNAP (human) inhibition, high acceptor. AID 1135. hit rate 0.03% among 200,000. purified TNAP, CDP-star luminescence, 1 M DEA. inhibition, % at 20 µM;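 active means over 50% inhibition of tissue-nonspecific alkaline phosphatase at 20 µM in the single-dose screen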;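 further: plate controls were DMSO wells for no effect and EDTA-quenched wells as full inhibition for full effect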
# Target sequence (P05186 whole entry, looked up): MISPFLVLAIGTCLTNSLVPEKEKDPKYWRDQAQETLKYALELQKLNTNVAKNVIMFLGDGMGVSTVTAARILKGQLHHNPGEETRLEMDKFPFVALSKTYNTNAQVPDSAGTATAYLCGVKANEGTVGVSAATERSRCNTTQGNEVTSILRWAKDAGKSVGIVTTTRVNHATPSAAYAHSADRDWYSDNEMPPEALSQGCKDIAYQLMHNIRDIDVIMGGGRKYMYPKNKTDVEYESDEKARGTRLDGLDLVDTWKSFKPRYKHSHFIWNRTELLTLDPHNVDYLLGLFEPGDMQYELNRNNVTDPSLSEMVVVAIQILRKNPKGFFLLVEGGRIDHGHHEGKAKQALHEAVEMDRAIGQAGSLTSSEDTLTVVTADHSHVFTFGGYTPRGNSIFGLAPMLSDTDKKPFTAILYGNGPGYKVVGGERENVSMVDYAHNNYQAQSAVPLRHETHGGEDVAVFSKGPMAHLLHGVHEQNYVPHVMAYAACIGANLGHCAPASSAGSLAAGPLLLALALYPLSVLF
# PMI act satM6P: increases human PMI activity with near-saturating mannose 6-phosphate | hit rate 0.34% among 190,000 | activation factor at 20 µM | P34949 | AID 1216 | coupled PMI enzyme assay, resazurin fluorescence, 20 min; active compounds read high; 1 = untreated enzyme, 0 = substrate-free blank;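 active means activation factor of 2 or more at 20 µM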
#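 Material: human phosphomannose isomerase with PGI, G6PDH, diaphorase coupling enzymes; amount: PMI at 15 ng/mL final; also added: Mannose-6-phosphate 1.0 mM (near-saturating) plus 0.22 mM NADP+; incubation: enzyme reaction with compound 20 min at room temperature; signal: resorufin fluorescence (Ex 544/Em 590 nm) from resazurin via diaphorase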
# FLuc act counter: firefly luciferase counter-screen for stimulation assays | activation factor at 10 µM | 200,000 tested, under 10 active | P08659 | ATPlite luciferase biochemical, luminescence, 10 min; 0 = ATP-free wells, 1 = DMSO control;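 active means luciferase activation factor, scaled between plate controls, of at least 2 with compound at 10 µM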
#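 System: luciferase plus luciferin reagent, cell-free; medium: PBS as buffer for the ATP substrate; dosing: test compounds dosed from 2 mM stocks in 100% DMSO; timing: 10 min post-reagent at room temperature; measured by: luminescence measurement of luciferase light output; evaluation: luciferase activation, seen as luminescence increase over controls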
# TNAP act hiacc: activators of human TNAP at high phosphate acceptor concentration; P05186; purified TNAP, CDP-star luminescence, 1 M DEA, 30 min; active compounds read high; 0 = EDTA background, 1 = DMSO-only activity; activation factor at 20 µM; 200,000 tested, under 10 active; AID 1136;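 active means activation factor at least 2 at 20 µM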
#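 Test system – human TNAP · Doses – 20 µM single point · Incubation – 30 min, room temperature · Signal – luminescent substrate turnover signal · Read-out basis – activation factor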
# TNAP inh noacc: inhibitors of human TNAP without phosphate acceptor. P05186. purified TNAP, CDP-star luminescence, 30 min. hit rate 0.26% among 200,000. inhibition, % at 20 µM;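 active means tissue-nonspecific alkaline phosphatase inhibition above about 50% at 20 µM in the single-dose screen, limit read from the data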;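 further: 0% = DMSO negative control and 100% = EDTA positive control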
# * = called active by the depositor; x = not tested or not shown.
SMILES,bIAP activator,APP 5'UTR act,PMI activator,NF-kB neuron act,FLuc inh counter,TNAP inh hiacc,PMI act satM6P,FLuc act counter,TNAP act hiacc,TNAP inh noacc
CCCC(=O)Nc1nc(-c2ccc(OC)cc2)cs1,0.8,-9,0.9,1.9,-4,-5,1,1,1,-6
COc1ccc(-n2nnc3c(=O)n(CC(=O)N4CCCCC4)cnc32)cc1,0.9,8,1,x,1,-5,1,1,1.1,-2
CCN(CCO)c1ccc(NC(=S)Nc2cccc(S(=O)(=O)N(C)C)c2)cc1,0.9,1,0.8,0.9,4,-2,0.5,1,1,-5
O=c1c2c(nc3cc(-c4ccc(Cl)cc4)[nH]n13)CCS2,1.2,87,0.9,1.9,60*,0,1,0.4,1,-17
NCCc1nnc(SCc2c(F)cccc2Cl)o1,0.9,5,1,1.1,-2,-6,1,1,1.1,-7
CCn1cc(C(=O)O)c(=O)c2cc(F)c(N3CCN(C(=O)Nc4ccccc4)CC3)cc21,0.9,6,0.8,0.61,5,-7,0.7,1,1.1,-5
CC(=O)N1CCN(CCN2C(C)=CC(=C(C#N)C#N)C=C2C)CC1,1.1,19,1,1,-6,-5,0.9,1.1,1,-8
CCCOc1ccc(C2C(C(=O)c3ccc(C)o3)=C(O)C(=O)N2CCN2CCOCC2)cc1OC (configuration not stated),0.9,9,1.3,1.1,-4,-4,1.5,1,1,-9
COC(=O)Cc1ccc(NC(=S)Nc2ccc(N3CCOCC3)cc2)cc1,0.9,19,1,1.4,-3,3,0.8,1,1,-4
CC(=O)c1ccc(N2CCCC2)c(F)c1,0.9,0,1,0.94,2,0,1,1,1,3
CCc1ccc(NCc2nc3ccccc3c(=O)[nH]2)cc1,0.9,111,0.9,1.7,8,-2,0.9,0.9,1,-8
CN1CC(=O)N(C)c2nc(Br)n(C)c2C1=O,1,-8,1.1,1,0,-5,1.1,1,1,-7
Cc1ccc(C)c(NC(=O)CCC(=O)N/N=C/c2ccc3c(c2)OCO3)c1,1.1,8,1,1.4,5,-5,1,0.9,1.1,6
CC(=O)Nc1ccc(S(=O)(=O)NC2(C(F)(F)F)N=C(c3ccccc3)NC2=O)cc1 (configuration not stated),1,-4,0.9,1.6,0,-1,0.9,1,1,-16
C=CCNC(=O)Nc1cc(Cl)ccc1OC,1,10,1,0.95,-5,0,1,1,1,-2
[O-]c1c[n+](-c2ccc(-[n+]3cc([O-])on3)cc2)no1,1.2,26,1.5,1.5,-6,1,1.7,1.1,1,-2
COc1ccc(C(=O)NCC(=O)OCC(=O)Nc2cc(OC)ccc2OC)cc1,0.9,8,1,1,0,2,1,1,1,-16
CCOC(=O)C1=C(C)C(c2ccccc2OC)NC(=O)N1 (configuration not stated),0.9,x,0.8,1,-3,-4,0.9,1,1,-8
COc1ccc(C(c2oc(CO)cc(=O)c2O)c2oc(CO)cc(=O)c2O)cc1OC,1.1,14,1,0.86,-3,-2,1.1,1,1,-20
CC(C)(C)OC(=O)C1C(=O)CC(C)(O)C(C(=O)OC(C)(C)C)C1c1ccco1 (configuration not stated),1,8,0.9,x,1,2,1,1,1,1
Cc1ccc(S(=O)(=O)NCCCC(=O)C=[N+]=[N-])cc1,1,-13,0.9,0.87,-3,-4,0.9,1,1,-5
Cc1ccc(Oc2ncccc2/C=N/O)cc1,0.9,8,1,0.94,-9,-7,1,1.1,1.1,-13
COc1ccc(/C=N\NC(=O)c2sc(N)nc2C)cc1OC,0.9,2,0.9,0.81,4,0,1,1,1,-8
CCOc1ccc(OCCN2CCCCC2)cc1,0.8,-1,1.1,1,-5,3,1.1,1,1,-11
COc1ccc(NS(=O)(=O)c2ccc(S(=O)(=O)N3CCOCC3)cc2)cc1,1.1,20,1,0.97,-7,-1,0.9,1.1,1,-6

# Copied from the list:
# In PMI act satM6P, CN1CC(=O)N(C)c2nc(Br)n(C)c2C1=O reads 1.1
# In FLuc act counter, Cc1ccc(S(=O)(=O)NCCCC(=O)C=[N+]=[N-])cc1 reads 1
# In TNAP inh noacc, COc1ccc(NS(=O)(=O)c2ccc(S(=O)(=O)N3CCOCC3)cc2)cc1 reads -6

# Two of these compounds, reformatted:
# Each structure is followed by: bIAP activator, APP 5'UTR act, PMI activator, NF-kB neuron act, FLuc inh counter, TNAP inh hiacc, PMI act satM6P, FLuc act counter, TNAP act hiacc, TNAP inh noacc
- COc1ccc(/C=N\NC(=O)c2sc(N)nc2C)cc1OC
 : 0.9, 2, 0.9, 0.81, 4, 0, 1, 1, 1, -8
- COc1ccc(-n2nnc3c(=O)n(CC(=O)N4CCCCC4)cnc32)cc1
 : 0.9, 8, 1, x, 1, -5, 1, 1, 1.1, -2

# Other structures follow.
SMILES,bIAP activator,APP 5'UTR act,PMI activator,NF-kB neuron act,FLuc inh counter,TNAP inh hiacc,PMI act satM6P,FLuc act counter,TNAP act hiacc,TNAP inh noacc
COc1ccc(S(=O)(=O)NCc2ccccn2)cc1Cl,1.1,6,0.9,1.2,-6,2,0.9,1.1,1,-4
COC(=O)c1ccccc1COn1c(=O)c(C)[n+]([O-])c2ccccc21,0.9,-2,0.9,1.2,-4,-2,0.9,1,1,-9
CCOc1cccc(N2C(=O)CC(N3CCC(C(N)=O)(N4CCCCC4)CC3)C2=O)c1 (configuration not stated),1,1,1,0.93,1,-4,1.1,1,1,-10
COc1ccccc1-c1nc2ccccc2nc1-c1ccccc1OC,1,x,0.8,0.95,-4,0,1,1,1,-18
CC(=O)c1c(C)[nH]c(C(=O)COC(=O)CN(C)S(=O)(=O)c2ccc(Cl)cc2)c1C,0.9,-6,1.1,1,-8,-5,1.1,1.1,1.1,-2
CCCc1nc(SCC(=O)NNC(=O)C2CCCCC2)c2ccccc2n1,1.2,-14,0.9,1.1,-2,-2,0.9,1,1,-5
Cc1cc(NC(=O)Cn2cnc3c(cnn3C(C)(C)C)c2=O)no1,0.9,2,1.1,1.1,-7,-3,1.2,1.1,1,-5
OC(COc1ccc2ccccc2c1)CN1CCCC1 (configuration not stated),0.9,2,1.1,1.4,-7,-7,1.1,1.1,1.1,-17
CC(=O)NC(N1CCCCC1)C(F)(F)C(F)(F)C(F)(F)C(F)F (configuration not stated),1,3,1,1.1,-4,-3,1,1,1,-9
C=CCNC(=O)c1ccccc1NC(=O)Nc1ccccc1,0.9,10,0.9,1.2,8,-7,1,0.9,1.1,-14
CN(Cc1ccon1)Cc1cn(C)nc1-c1ccc2c(c1)OCCO2,1.1,-11,1.1,0.9,-6,-6,1.1,1.1,1.1,-8
O=c1[nH][nH]c(-c2ccccc2)c1C=Nc1ccccc1,1.2,-3,0.9,0.93,-9,-5,0.9,1.1,1.1,-31
CC(C)Cn1ccc(=O)n(CC(C)C)c1=O,1.1,-15,0.8,1.1,3,-6,0.9,1,1.1,-5
CCC(C)Cn1c(S(=O)(=O)O)nc2ccccc21 (configuration not stated),0.5,-3,1.2,0.95,-6,1,1.2,1.1,1,-7
COc1ccc2cc3cc(C(=O)Nc4cc(OC)c(OC)c(OC)c4)oc3nc2c1,1,-5,0.9,0.32,0,-2,1,1,1,-6
O=C(O)C1C2C=CC3(CN(Cc4ccco4)C(=O)C13)O2 (configuration not stated),1.1,x,1.1,1.1,-1,0,1.1,1,1,-8
O=C1Cc2ccccc2C(=O)N1CCc1ccccc1,1,-9,1.4,1.1,7,-6,1,0.9,1.1,-15
Cc1nc(N2CCN(C(=O)CCC(=O)O)CC2)c2c(C)c(C)sc2n1,1,-23,1,1.1,-7,-2,1,1.1,1,-10
NC(=O)c1cccc(S(=O)(=O)N2CC(c3ccccc3)CC2=O)c1 (configuration not stated),0.9,-4,1,0.89,-6,-7,0.9,1.1,1.1,-10
O=S(=O)(Nc1ccccn1)c1cccc(S(=O)(=O)c2ccc(Cl)cc2)c1,1.1,9,1,1.1,-3,1,1,1,1,-6
CCCCCCn1cnc2c(c1=O)c1nc3ccccc3nc1n2Cc1cccs1,1,-4,0.9,1.1,-7,-4,0.9,1.1,1,-12
O=C(Nc1nc(-c2ccc3c(c2)OCO3)cs1)C1COc2ccccc2O1 (configuration not stated),0.7,-28,0.8,1.2,0,1,0.8,1,1,-7
COC(=O)c1[nH]c2cc(OC)ccc2c1NC(=O)CN1CCOCC1,1,-3,1,1.1,-3,-1,1,1,1,-5
CC1(C)N=C(c2cccs2)C(C)(C)N1O,1,-4,1,1.2,-8,-4,1,1.1,1,2
C/C(=N/NC(=O)c1cc(C2CC2)[nH]n1)c1cccs1,1.2,120,1,3.1,84*,2,1,0.2,1,-1

# Copied from above for reference:
SMILES,bIAP activator,APP 5'UTR act,PMI activator,NF-kB neuron act,FLuc inh counter,TNAP inh hiacc,PMI act satM6P,FLuc act counter,TNAP act hiacc,TNAP inh noacc
CC1(C)N=C(c2cccs2)C(C)(C)N1O,1,-4,1,1.2,-8,-4,1,1.1,1,2
C/C(=N/NC(=O)c1cc(C2CC2)[nH]n1)c1cccs1,1.2,120,1,3.1,84*,2,1,0.2,1,-1

# (further entries)
SMILES,bIAP activator,APP 5'UTR act,PMI activator,NF-kB neuron act,FLuc inh counter,TNAP inh hiacc,PMI act satM6P,FLuc act counter,TNAP act hiacc,TNAP inh noacc
Cc1noc(C)c1COC(=O)c1cnc(Cl)c(Cl)c1,1.3,2,1.1,1.2,4,0,1,1,1,-2
CCC(C)[C@@H](N)C(=O)N/N=C/c1ccc2ncccc2c1 (some centres not stated),1,15,1.1,0.84,-1,4,1.1,1,1,-10
O=C(Nc1c(-c2ccccc2)nc2c(Br)cc(Br)cn12)c1ccco1,0.9,17,1.2,0.95,-5,-5,1.1,1.1,1.1,-10
O=C(O)c1cccc(S(=O)(=O)N2CCSCC2)c1,1,-3,1,0.84,-5,-6,1,1,1.1,-10
Cc1ccccc1Nc1nc(N)nc(COC(=O)c2ccc(O)cc2)n1,1,12,0.9,1,-2,-3,1,1,1,-12
Cc1ccc(C(=O)CNc2ccc(F)cc2)cc1,1,6,1.2,1.2,15,-6,1.1,0.8,1.1,-12
COc1cc(/C=N/NC(=O)CCn2c3ccccc3c3ccccc32)ccc1O,0.9,5,0.8,0.79,0,2,0.8,1,1,-9
CN(C)/C=C(\C#N)C(=O)Nc1ccc(O)cc1F,1,11,1.1,1.4,-2,-4,1.2,1,1,-13
CCOc1c2ccc(C(=O)NCC34CC5CC(CC(C5)C3)C4)cc2nn1CC,1.1,20,0.9,0.74,-2,-7,0.9,1,1.1,-8
N#CCSc1ncccc1-c1nc2ccccc2[nH]1,1.9,-2,0.9,1.2,1,2,0.9,1,1,-1
CCCCCCC/C(C)=N/NC(=O)CC(=O)NCCc1ccccc1,1,3,1.1,1.1,-7,2,1.1,1.1,1,6
Cn1c(-c2ccccc2)c(/C=N/NC(=O)c2cccnc2)c2ccccc21,0.8,4,0.9,1.2,33,-5,0.9,0.7,1,-8
COC(=O)CS(=O)(=O)c1ccsc1C(=O)Nc1ccc(F)c(F)c1,0.9,-3,1,0.94,-4,-4,1,1,1,-13
Cc1c(S(=O)(=O)Nc2cccc(Cl)c2)c(=O)n(C)c(=O)n1C,1,2,1,0.82,-5,-4,1,1,1,-16
Cc1oc(-c2ccccc2)[n+]([O-])c1C,1,x,1,1.1,-3,0,1,1,1,-6
Cc1csc2nc(CSc3ccc(Cl)cc3)cn12,0.8,149*,0.8,6*,21,-5,0.9,0.8,1,-8
